# Source: PubChem BioAssay (National Center for Advancing Translational Sciences (NCATS))
# USP2a inhib: USP2a (human) protease inhibition; AID 927; USP2a enzymatic assay, qHTS inhibition; O75604; Potency, µM (highest dose often 38.3 µM), inactives show at the top dose activity change, negative = inhibition, most hits filed as inhibitors; 60,000 tested, 0.1% active;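 further: potency means the concentration at half of the fitted maximal effect; nearly all actives have a fitted effect of over 60% in size; plate controls were DMSO for no effect and NEM full inhibition control for full effect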
#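 USP2 core (20nM final) preincubated 30 min RT with compound, then Ub-PLA2 20nM and NBD C6-HPC 20uM final added; buffer 20mM Tris-HCl pH 8.0, 2mM CaCl2. Fluorescence Ex 460/Em 535 read at 0 and 2.5 h; normalized to NEM.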
# Luciferase inh: firefly luciferase inhibition | purified firefly luciferase, luminescence, 8 min | Potency, µM (titrated, usually from 57.1 µM), without a hit: at the top dose activity change, negative = inhibition, usual class: inhibitors | 72,000 tested, 2.2% active; further: potency means the concentration at half of the fitted maximal effect; on the % scale 0 is the no-effect control and ±100 the full control effect; nearly all actives have a fitted effect of over 40% in size
#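 Firefly luciferase (PKLight detection mix) with 10 uM ATP in pH 7.2 imidazole buffer (KCl, MgCl2, Tween 20, BSA). Compounds tested across a concentration series (qHTS). Luminescence read after 8 min at ambient temperature.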
# ERK AVP inh: blocks ERK signaling stimulated by vasopressin; Potency, µM (doses to about 57.5 µM), without a hit: at the top dose activity, negative = inhibition, most hits filed as inhibitors; AID 995; 72,000 tested, 0.99% active; HEK293-V1b, vasopressin-stimulated pERK AlphaScreen; further: potency means the concentration at half of the fitted maximal effect; on the % scale 0 is the no-effect control and ±100 the full control effect; nearly all actives have a fitted effect of over 55% in size
#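 Overnight-seeded V1b-HEK293 cells in 1% FBS got compound, then vasopressin (25 nM final, 5 min, 37C), then lysis buffer. AlphaScreen detection of phospho-ERK; activity normalized to basal and full-stimulation controls.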
# CRE-bla Fsk: CRE-bla signaling modulation under forskolin stimulation. AID 662. Potency, µM (series often up to 38.2 µM), for the others: at the highest dose activity change, negative = inhibition, hits mostly activators. CHO CRE-bla reporter (cAMP response element driving beta-lactamase), forskolin EC10, beta-lactamase ratio. 71,000 tested, 2.5% active; active means well fitted activation curve with a large enough effect in the signal ratio, with a control signal flat, not every such curve was filed as active; inconclusive means small, poorly fitted or top-dose-only effect, or effect the other way, or a change in a side signal; the % refers to the signal ratio; further: potency means the concentration at half of the fitted maximal effect; % of control where 0% means no effect
#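 Beta-lactamase reporter under a cAMP responsive element in CHO cells; compounds tested in titration series against EC10 NKH 477, 3 h at 37 °C. Read-out: CCF4 FRET ratio 460nm/530nm (excitation 405nm) giving %Activity, fitted to AC50.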
# Caspase-7 inhib: blocks human caspase-7 allosterically or competitively; P55210; recombinant caspase-7, Ac-DEVD-AFC fluorescence rate; Potency, µM (titrated, usually from 57.5 µM), for inactives: top-dose activity change, negative = inhibition, hits mostly inhibitors; 75,000 tested, 0.02% active; AID 889; active means well fitted inhibition curve with a large enough effect in the main read-out, with a control signal flat, not every such curve was filed as active; inconclusive means small, poorly fitted or top-dose-only effect, or a change in a side signal; further: potency means the concentration at half of the fitted maximal effect; % of control where 0% means no effect
# Casp1 inh: blocks human caspase-1 allosterically or competitively | Caspase-1 enzyme, Ac-WEHD-AFC fluorogenic rate | P29466 | Potency, µM (highest dose often 57.5 µM), for the others: top-dose activity change, negative = inhibition, hits mostly inhibitors | AID 900 | 75,000 tested, 0.03% active;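 further: potency means the concentration at half of the fitted maximal effect; plate controls were vehicle for no effect and no substrate for full effect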
# HEK293 cAMP cs: raises cAMP in parental HEK293 cells, TSHR agonist counter-screen | parental HEK293 CNG cAMP sensor, membrane potential fluorescence | Potency, µM (top dose mostly 57.1 µM), without a hit: at the highest dose activation, actives largely listed as activators | 73,000 tested, 2.5% active; further: potency means the concentration at half of the fitted maximal effect; % of control where 0% means no effect; nearly all actives have a fitted effect of over 55% in size
#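 Parental HEK 293 cells stably expressing a modified CNG channel (no TSHR) report cAMP rise as membrane depolarization. Membrane potential dye with 100 uM RO 20-1724 was loaded for 60 min at room temperature, then compound added for 30 min; fluorescence read at 590 nm.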
# Tau filament bind: tau filament binding; P10636; recombinant tau filaments, thioflavin S fluorescence, 15 h; filaments grown with octadecylsulfate alongside compound; Potency, µM (series often up to 57.1 µM), inactives show at the highest dose activity change, negative = inhibition; 71,000 tested, 2% active; AID 596;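 further: potency means the concentration at half of the fitted maximal effect; on the % scale 0 is the no-effect control and ±100 the full control effect; actives lower thioflavin S fluorescence by blocking filaments or displacing dye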
#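 ThS-based fibril read: tau 1 uM final, inducer ODS 30 uM final, 37 C for 15 h, ex 450/em 510 nm.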
# BRCT PPI green: blocks human BRCA1 BRCT binding to phosphopeptide, green readout; BRCA1 BRCT-phosphopeptide binding, green fluorescence polarization; Potency, µM (series often up to 76.9 µM), for inactives: at the top dose activity change, negative = inhibition, most hits filed as inhibitors; 75,000 tested, 0.05% active;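 further: potency means the concentration at half of the fitted maximal effect; plate controls were peptide without protein for full effect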
#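 Fluorescence polarization: His-tagged BRCT (~35 kDa BRCA1 C-terminus, 250 nM) bound to 100 nM fluorescein-labeled phosphorylated 10-aa BACH1 peptide, pH 7.3 phosphate buffer with DTT and Tween 20. Compounds incubated 12 min at room temperature; inhibition read as lowered polarization.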
# A350 fluor: A350 region autofluorescence | 59,000 tested, 11% active | max dye-equivalent concentration, M | Compound autofluorescence, 340/450 nm, Alexa 350 dye-equivalents; active compounds read high; in the data active means max dye-equivalent concentration above about 10 nM; inconclusive means mostly about 1.1 nM to 9.6 nM
# BRCT PPI red: BRCT-phosphoprotein interaction inhibition (red fluorophore); BRCT-phosphopeptide binding, red fluorescence polarization; Potency, µM (top dose mostly 76.9 µM), for inactives: at the top dose activity change, negative = inhibition, most hits filed as inhibitors; 75,000 tested, 0.03% active; further: on the % scale 0 is the no-effect control and ±100 the full control effect
#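 Fluorescence polarization: 100 nM His-tagged BRCA1 BRCT with 100 nM TAMRA-labelled phospho-BACH1 decapeptide, phosphate buffer pH 7.3 with 150 mM NaCl, DTT, 0.01% Tween 20; 12 min RT. Binding inhibition seen as FP decrease.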
# Starred values were filed as active, the others as inactive; i = inactive; u = inconclusive; x = no result given; [ ] = remark or other dose. Unless noted, the call rests on the fitted dose curve; in most records, active means well fitted curve in the direction sought with a large enough effect; inconclusive means small, poorly fitted or top-dose-only effect, or another doubt; inactive means no such curve, though single readings can be large; an effect the other way counts as inactive or inconclusive.
Structure,USP2a inhib,Luciferase inh,ERK AVP inh,CRE-bla Fsk,Caspase-7 inhib,Casp1 inh,HEK293 cAMP cs,Tau filament bind,BRCT PPI green,A350 fluor,BRCT PPI red
CCOC(=O)c1cc(C#N)c(N)nc1C,4%,0%,-29%,10µM*,-2%,0%,4%,-8%,1.2%,i,0.3%
Cc1c(C#N)c2ccccc2n1CC(=O)O,8%,2%,u,-3%,-8%,-3%,14%,-1%,-2.1%,i,-0.6%
Cn1cnnc1SCCC(=O)Nc1ccccc1,3%,2%,29%,2%,0%,0%,3%,-3%,-2.0%,x,0.3%
CCc1cc(-c2[nH]ncc2-c2ccc3c(c2)OCO3)c(O)cc1O,-26%,1%,u,u,-2%,-5%,25µM*,-21%,-3.8%,i,-0.5%
O=C(CSc1nnc(Cc2cccs2)n1Cc1ccco1)Nc1cc(Cl)cc(Cl)c1,39%[activator],-4%,4%,u,-9%,-7%,13%,27%,-1.8%,i,-0.3%
CCc1nc(SCc2cccnc2)[nH]c(=O)c1C,-7%,3%,18%,12%,-1%,0%,5%,4%,-2.0%,i,-0.6%
CCOC(=O)CCCCC(=O)c1[nH]c(=O)[nH]c1CSc1nc2ccccc2[nH]1,11%,0%,1%,2%,-5%,-5%,5%,-9%,0.4%,i,-2.7%
Cc1oc2nc(SCCCC(=O)NCCO)nc(N)c2c1C,-2%,-6%,0%,u,0%,-1%,3%,2%,-0.9%,i,-0.8%
Cn1nnnc1SCc1csc(Nc2ccccc2)n1,9%,-4%,25%,-1%,-1%,-1%,-1%,-12%,1.1%,i,-0.9%
CS(=O)(=O)Nc1cccc(-c2cc(Nc3ccccc3)ncn2)c1,40%[activator],3%[2.29 µM],-12%,-8%,-3%,-4%,-11%,-2%,-3.4%,i,-0.8%
CCOC(=O)c1sc2ncn(C(C)C(=O)OC)c(=O)c2c1C (stereo unspecified),4%,1%,-8%,19%,0%,1%,-2%,-11%,0.9%,i,-1.1%
Cc1cc2nc(NC3=NCN(CCN4CCOCC4)CN3)nc(C)c2cc1C,12%,0%,-6%,28%,0%,0%,0%,12%,1.4%,i,-1.0%
O=C(c1ccc(Cl)cc1)N1CCN(c2nc(N3CCCCC3)nc(N3CCCCC3)n2)CC1,0%[7.66 µM],2%,-3%,u,1%,0%,2%[11.4 µM],7%[11.4 µM],0.5%,x,-1.1%
CCN(CC)C(=O)Cn1cnc2c1c(=O)n(C)c(=O)n2C,-1%,-4%,-26%,-1%,1%,0%,-4%,-1%,1.4%,i,-1.0%
O=c1[nH]c(SCc2ccccc2Cl)nc2c1CCCC2,5%,2%,-2%,19%,-2%,-1%,29%,6%,4.8%,i,-0.1%
Cc1ccn2c(NC3CCCCC3)c(C)nc2c1,-3%,0%,22%,5%,1%,1%,u,-6%,-4.8%,i,1.5%
CCCn1c(C)cc(=O)c2cc(NC(=O)c3ccccn3)ccc21,43%[activator],0%,14%,u,-2%,-2%,11%,-14%,3.1%,i,-3.8%
Cc1ccc(Cn2c(-n3nc(C)cc3C)nc3c2c(=O)[nH]c(=O)n3C)cc1,11%,2%,u,7%,0%,-3%,u,-12%,0.5%,i,-0.7%
CCN1C(=O)CC(C(=O)NC)SC1=Nc1cc(Cl)c(O)c(Cl)c1 (stereo unspecified),-7%,4%,-12%,8%,x,-1%,3%,11%,-1.6%,i,-1.6%
O=C(C1CCN(Cc2ccccc2)CC1)N1CCCC1,0%,0%,5%,-2%,0%,-4%,8%,-12%,-2.9%,x,-0.3%

# Single records, from the list above. Values in the order: USP2a inhib | Luciferase inh | ERK AVP inh | CRE-bla Fsk | Caspase-7 inhib | Casp1 inh | HEK293 cAMP cs | Tau filament bind | BRCT PPI green | A350 fluor | BRCT PPI red
# Results for CS(=O)(=O)Nc1cccc(-c2cc(Nc3ccccc3)ncn2)c1 = 40%[activator] | 3%[2.29 µM] | -12% | -8% | -3% | -4% | -11% | -2% | -3.4% | i | -0.8%
# Results for O=C(CSc1nnc(Cc2cccs2)n1Cc1ccco1)Nc1cc(Cl)cc(Cl)c1 = 39%[activator] | -4% | 4% | u | -9% | -7% | 13% | 27% | -1.8% | i | -0.3%
# Results for O=C(C1CCN(Cc2ccccc2)CC1)N1CCCC1 = 0% | 0% | 5% | -2% | 0% | -4% | 8% | -12% | -2.9% | x | -0.3%
# Results for CCc1nc(SCc2cccnc2)[nH]c(=O)c1C = -7% | 3% | 18% | 12% | -1% | 0% | 5% | 4% | -2.0% | i | -0.6%

# Next part:
Structure,USP2a inhib,Luciferase inh,ERK AVP inh,CRE-bla Fsk,Caspase-7 inhib,Casp1 inh,HEK293 cAMP cs,Tau filament bind,BRCT PPI green,A350 fluor,BRCT PPI red
CN1C(=O)CSc2ccc(NC(=O)N3CCN(c4ccccn4)CC3)cc21,28%,-4%,u,u,-1%,2%,u,-27%,-2.1%,i,-0.1%
COc1ccc(S(=O)(=O)N2CCCC(C(=O)N3CCCCCC3)C2)cc1 (stereo unspecified),7%,3%,-11%,8%,0%,-2%,10%,0%,-0.6%,i,-1.4%
COc1ccc(S(=O)(=O)N2CCC(C(=O)NCCC3=CCCCC3)CC2)cc1OC,14%,-2%,-10%,-2%,-1%,-1%,u,15%,-0.7%,x,-2.2%
O=C(NCc1ccc2c(c1)OCO2)C1CCN(C(=O)Nc2ccc(Cl)cc2)CC1,2%,1%,0%,-20%,0%,1%,-6%,89%,-3.4%,i,-1.2%
CC1=C(C(=O)OC(C)C)C(c2ccncc2)n2ncnc2N1 (stereo unspecified),-1%,2%,-9%,3%,-1%,0%,4%,-3%,-1.1%,i,0.7%
CN(C)c1ccc(CN(C)C2CCCCC2)cc1,2%,1%,9%,-3%,-1%,-1%,21%,1%,-0.4%,x,-0.8%
COc1ccc(C2N(c3ccc(F)cc3)C(=O)C3CCCN32)cc1 (stereo unspecified),x,3%,10%,-13%,-1%,-1%,4%,30%,9.3%,x,-0.2%
COCc1nnc(NS(=O)(=O)c2ccc(C)cc2)s1,5%,2%,-26%,u,0%,2%,-2%,-3%,-1.5%,u,1.9%
COC(=O)Cc1[nH]nc2c1C1(C(=O)N(Cc3ccccc3)c3ccccc31)C(C#N)=C(N)O2 (stereo unspecified),24%,3%,-12%,1%,-1%,-2%,-1%,16%,-0.2%,i,-1.5%
CCn1c(SCC(=O)N2CCC(C(N)=O)(N3CCCCC3)CC2)nc2ccccc2c1=O,12%,0%,-10%,-1%,1%,0%,u,27%,0.9%,i,0.7%
CCN(CC)CCCCn1c(-c2ccccc2)nc2c(NC3CCCCC3)nc(C)nc21,x,x,11%,1%,-1%,-1%,u,93%,2.5%,x,0.4%
CCCCC(=O)Nc1cc(NC(=O)CCCC)cc(C(=O)O)c1,1%,2%,-9%,-6%,1%,1%,6%,-6%,-0.3%,i,-1.5%
CCc1nnc(NC(=O)CSc2nnc3scc(-c4ccc(C)cc4)n23)s1,14%,2%,69%[activator],5%,-2%,-1%,3%,-9%,1.1%,i,-0.6%
CCOC(=O)c1ccc(N2C(=O)CC(N3CCC(O)(c4ccc(Cl)cc4)CC3)C2=O)cc1 (stereo unspecified),5%,0%,-10%,u,-3%,0%,9%,4%,2.6%,i,2.5%
CC(=O)NC(Cc1ccc(C)cc1)C(=O)NC1CCN(C(=O)c2cnccn2)CC1 (stereo unspecified),-7%,4%,-13%,-15%,10%,-1%,1%,-1%,-1.8%,u,-0.1%
CSc1ncccc1C(=O)OCn1nnc2ccccc2c1=O,-1%,-34%,-20%,1%,-2%,0%,2%,0%,-0.2%,i,1.1%

# Records listed so far marked active in CRE-bla Fsk:
smiles	Luciferase inh	CRE-bla Fsk	Caspase-7 inhib	Casp1 inh	Tau filament bind	BRCT PPI green	A350 fluor	BRCT PPI red
CCOC(=O)c1cc(C#N)c(N)nc1C	0%	10µM*	-2%	0%	-8%	1.2%	i	0.3%

# Arranged by value in Luciferase inh (lowest first): three from the list above
compound | Luciferase inh
CN1C(=O)CSc2ccc(NC(=O)N3CCN(c4ccccn4)CC3)cc21 | -4%
COc1ccc(S(=O)(=O)N2CCC(C(=O)NCCC3=CCCCC3)CC2)cc1OC | -2%
COC(=O)Cc1[nH]nc2c1C1(C(=O)N(Cc3ccccc3)c3ccccc31)C(C#N)=C(N)O2 (stereo unspecified) | 3%
